ERp5 inh – inhibitors of human ERp5; Q15084; ERp5 insulin aggregation, absorbance 650 nm, 90 min; inhibition, % at 9.99 µM; 350,000 tested, 0.05% active;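 active = mean replicate inhibition above about 25%, with every replicate also reaching it, limit read from the data, passing the limit was not always enough; inconclusive = only one of those two criteria met; inactive = neither criterion met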
Xi reactivation – activators of X-chromosome reactivation in mouse fibroblasts. XiGFP mouse fibroblasts, % GFP-positive cells imaging, 3 d; cells co-treated with 5-aza-dC sensitizer; scaled so ellipticine positive control = 100%. activation, % at 7.58 µM. 360,000 tested, 0.055% active;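 active = mean normalized replicate activation at least 10% and every replicate at or above 10%; inconclusive = only one of the two criteria met; inactive = mean below 10% and not all replicates reach 10%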;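 also: 0% = median of on-plate neutral control wells and 100% = ellipticine 6 µM median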
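Assay system – SV40-immortalized XiGFP fibroblast cells, line 68-5-11 · Buffer or medium – DMEM supplemented with 5-aza-dC as sensitizing agent · Dosing – one concentration, pinned · Benchmarks – positive control ellipticine, 6 µM final · Times – 3 days compound exposure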
E-sel inducer – E-selectin induction on HUVECs | P16581 | HUVEC E-selectin immunofluorescence imaging; normalized: neutral wells 0, TNF-alpha wells 100 | activation, % at 7.58 µM | 260,000 tested, 0.37% active;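 active = mean E-selectin-positive cell signal at least 10% of the positive control, reached in at least 60% of replicates, without over 20% cell loss; inconclusive = no rule given, readout overlaps actives, possibly toxicity-flagged; inactive = the rest, including those meeting only one limit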;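 also: in these data hits start at about 27%; measured in HUVEC primary endothelial cells; signal is the percent of cells scored E-selectin positive by PE staining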
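System: HUVEC, human umbilical vein endothelial cells; quantity: 3,000 cells/well; buffer or medium: EGM-2 medium, gelatin-coated wells; dosing: single-point compound dose; detection: immunofluorescence imaging; evaluation: % PE-positive cells; benchmarks: TNF-alpha, DMSO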
RAD54 inh – RAD54 (human) branch migration inhibition | inhibition, % at 10.4 µM | AID 602329 | Q92698 | 360,000 tested, 0.14% active | RAD54 Holliday junction branch migration, FAM/BHQ fluorescence;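 active = mean normalized replicate activity at least 40 and at least half of replicates scoring 40 or more; inconclusive = only one of the two criteria met; inactive = mean below 40 and under half of replicates reaching 40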;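 also: 0% = median of neutral control wells and 100% = median of positive control wells; inhibitors cause a drop in the FAM fluorescence signal; in these data hits start at about 50%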
Target sequence (Q92698 whole entry, looked up): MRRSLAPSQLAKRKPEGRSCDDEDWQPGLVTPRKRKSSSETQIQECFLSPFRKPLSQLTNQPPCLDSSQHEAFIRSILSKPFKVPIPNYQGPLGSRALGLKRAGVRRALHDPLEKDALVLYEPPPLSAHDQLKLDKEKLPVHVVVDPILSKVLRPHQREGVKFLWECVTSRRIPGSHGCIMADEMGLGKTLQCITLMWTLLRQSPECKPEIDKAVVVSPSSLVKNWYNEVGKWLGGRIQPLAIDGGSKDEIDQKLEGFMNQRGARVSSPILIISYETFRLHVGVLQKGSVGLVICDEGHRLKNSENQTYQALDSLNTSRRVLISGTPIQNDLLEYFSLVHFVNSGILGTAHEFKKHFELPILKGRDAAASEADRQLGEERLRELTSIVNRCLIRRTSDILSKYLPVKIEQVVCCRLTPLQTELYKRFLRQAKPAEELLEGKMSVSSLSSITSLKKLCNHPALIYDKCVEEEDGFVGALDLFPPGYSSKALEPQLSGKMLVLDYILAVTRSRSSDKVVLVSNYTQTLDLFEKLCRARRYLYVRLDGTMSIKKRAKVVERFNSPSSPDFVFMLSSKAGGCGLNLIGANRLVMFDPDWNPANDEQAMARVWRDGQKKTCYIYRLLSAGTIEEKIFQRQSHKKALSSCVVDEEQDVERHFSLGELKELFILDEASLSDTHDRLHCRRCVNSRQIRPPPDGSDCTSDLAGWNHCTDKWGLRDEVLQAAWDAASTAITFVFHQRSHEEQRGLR
S100A4 MyoIIA – inhibitors of human S100A4 binding to myosin IIA peptide | S100A4/TAMRA-MyoIIA peptide fluorescence polarization | inhibition, % at 10.7 µM | 360,000 tested, 0.14% active;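 active = mean inhibition of at least 70% across replicates, with every replicate also reaching that level; inconclusive = mean inhibition reaches 70% but some replicates fall short; inactive = mean inhibition below 70%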
Target sequence (P26447 whole entry, looked up): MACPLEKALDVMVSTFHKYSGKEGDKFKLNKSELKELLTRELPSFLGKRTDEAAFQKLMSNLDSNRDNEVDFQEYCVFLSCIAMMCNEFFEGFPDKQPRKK
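Compound dosing: one dose per compound; test system: human S100A4 monomer with TAMRA-labelled myosin IIA peptide; probe or stimulus: TAMRA-labelled myosin IIA heavy-chain peptide probe, 5 nM; medium: HEPES buffer with Ca2+, pH 7.2; schedule: 5 min incubation before reading; benchmarks: neutral control DMSO, positive control TFP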
RAD52 anneal inh – RAD52 (human) annealing inhibition; recombinant RAD52 DNA annealing, FRET fluorescence; inhibition, % at 18.7 µM; 360,000 tested, 0.46% active; AID 651710;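 active = every replicate showing at least 50% inhibition; inconclusive = mean inhibition at least 50% but not in every replicate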
ERAP1 HTS inh – ERAP1 (human) enzyme inhibition | inhibition, % at 10.7 µM | AID 652197 | 340,000 tested, 0.15% active | Q9NZ08 | recombinant ERAP1, Leu-AMC fluorescence, 60 min;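 active = mean replicate inhibition of at least 30%, or all replicates individually reaching that 30% level; inactive = mean below 30% and not every replicate reaching it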;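 also: 0% = neutral control wells and 100% = L-leucinethiol positive control wells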
esBAF inh – inhibitors of esBAF chromatin remodeling in mouse ES cells | Bmi1-luciferase knock-in reporter, 24 h; 100% = twice the neutral-well signal | AID 602393 | reporter increase, % at 12.5 µM | 350,000 tested, 2% active; in the data active = activation above about 40%; inconclusive = no clear call, values can overlap the other calls;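 also: 0% = median of the plate's neutral control wells and 100% = double that signal; a rise in the Bmi1 reporter signal indicates esBAF inhibition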
Active calls of the source: *; u = inconclusive; x = no result given.

nr	SMILES	ERp5 inh	Xi reactivation	E-sel inducer	RAD54 inh
1	CC(=O)N(C1=C(Cl)C(=O)c2ccccc2C1=O)c1ccc(C(=O)O)cc1	2	0.4	-0.1	-9
2	CC(C)NC(=O)N1[C@H](CO)[C@H]2c3ccccc3N(C)C[C@H]21	2	0.0	0.0	-37
3	Cc1cccc(NCc2ccc(O)c3ncccc23)c1C	7	1.7	-2.0	x
4	O=c1[nH]c(C2CCCN(S(=O)(=O)c3ccccc3)C2)nc2c1nnn2Cc1ccccc1Br (centres undefined)	-2	0.0	x	-4
5	O=C(C[C@H]1C[C@H]2c3cc(NC(=O)C4CCC4)ccc3O[C@H]2[C@@H](CO)O1)NCc1ccc(-c2ccccc2)cc1	3	0.4	1.9	12
6	COc1ccc(CN(C)C[C@@H]2OCCCC[C@@H](C)Oc3ccc(NC(=O)Nc4ccc5c(c4)OCO5)cc3C(=O)N([C@@H](C)CO)C[C@H]2C)cc1	-4	0.1	1.1	-14
7	COC(=O)c1ccc(CSc2ccc(S(=O)(=O)N3CCCCC3)cn2)cc1	1	0.0	0.4	-2
8	COc1ccc(CN(C)C[C@@H]2Oc3c(NC(=O)c4cc(C)nn4C)cccc3C(=O)N([C@H](C)CO)C[C@H]2C)cc1	0	0.2	-0.2	-11
9	C/C=C/c1ccc([C@H]2[C@@H](CO)N3C(=O)CN(C(=O)Cc4cccnc4)C[C@@H]23)cc1	-6	0.0	-0.2	x
10	COc1ccc(-c2ccccc2[C@H]2[C@@H](C#N)N(C(=O)C3CCC3)[C@@H]2CO)cc1	-1	0.0	-0.1	x
11	CN1[C@@H]2Cn3c(ccc(/C=C/c4ccccc4)c3=O)[C@H]1[C@@H](C(=O)NC1CCCC1)[C@@H]2CO	-4	0.0	0.0	x
12	C[C@H]1CN([C@@H](C)CO)C(=O)Cc2cc(NC(=O)Cn3cnnn3)ccc2O[C@@H]1CN(C)CC1CCCCC1	5	-0.2	-0.1	10
13	Cc1ccc(S(=O)(=O)N(C)c2ccc(OCC(=O)Nc3cc(C(=O)O)ccc3Cl)cc2)cc1	-5	0.0	-1.3	x
14	CC1=C(C(=O)N2CCOCC2)C(c2ccc(Cl)cc2)NC(=S)N1 (centres undefined)	-1	-0.1	0.3	x
15	CCCN1C[C@@H](C)[C@H](OC)CN(C)C(=O)c2cc(NC(=O)Nc3ccccc3F)ccc2OC[C@@H]1C	-1	0.2	-0.3	2

nr	S100A4 MyoIIA	RAD52 anneal inh	ERAP1 HTS inh	esBAF inh
1	2	-7	84*	-6
2	1	-16	3	-7
3	13	-3	1	x
4	5	-21	3	-4
5	-3	-8	-1	3
6	10	42	-2	3
7	1	-9	-2	9
8	5	0	-4	1
9	20	1	1	x
10	1	2	1	x
11	-6	-15	-185	x
12	-12	-12	0	-1
13	22	-26	-7	x
14	5	-31	1	x
15	20	-4	x	-2

Records listed so far marked active in ERAP1 HTS inh:
item | Molecule | ERp5 inh | S100A4 MyoIIA | RAD52 anneal inh | ERAP1 HTS inh | esBAF inh
1 | CC(=O)N(C1=C(Cl)C(=O)c2ccccc2C1=O)c1ccc(C(=O)O)cc1 | 2 | 2 | -7 | 84* | -6

Two records drawn at random from the list so far:
nr	SMILES	ERp5 inh	Xi reactivation	E-sel inducer	RAD54 inh
7	COC(=O)c1ccc(CSc2ccc(S(=O)(=O)N3CCCCC3)cn2)cc1	1	0.0	0.4	-2
3	Cc1cccc(NCc2ccc(O)c3ncccc23)c1C	7	1.7	-2.0	x

nr	S100A4 MyoIIA	RAD52 anneal inh	ERAP1 HTS inh	esBAF inh
7	1	-9	-2	9
3	13	-3	1	x

Later entries.
nr	SMILES	ERp5 inh	Xi reactivation	E-sel inducer	RAD54 inh
16	CCCC(=O)Nc1ccc2c(c1)C(=O)N(C)[C@@H]1CC[C@@H](CC(=O)O)O[C@@H]1CO2	2	0.0	0.1	-6
17	CCOc1ccccc1NC(=O)COc1cccnc1[N+](=O)[O-]	7	0.3	0.1	5
18	Cc1cc(Nc2ccc(F)c(F)c2)nc(-c2ccccc2O)n1	1	0.8	-0.2	x
19	FC(F)(F)c1nnc2n1N=C(c1ccccc1)CS2	3	0.4	-0.1	-15
20	Cc1ccc(NC(=O)C2=COCCO2)cc1S(=O)(=O)N1CCOCC1	x	0.0	2.5	-5
21	Cc1cccc(S(=O)(=O)N[C@@H]2CC[C@H](CCNC(=O)CCN3CCCCC3)O[C@H]2CO)c1	-4	0.4	-0.3	2
22	O=C(COC(=O)c1cccnc1Cl)Nc1cc(S(=O)(=O)N2CCOCC2)ccc1Cl	-1	0.2	x	2
23	CCN(CC)c1ccc(NC(=O)CN2C(=O)NC3(CCc4ccccc43)C2=O)cc1 (centres undefined)	-1	-0.1	-1.7	-14
24	C[C@@H]1CCCCO[C@H](CN(C)Cc2ccncc2)[C@@H](C)CN([C@H](C)CO)C(=O)c2cc(NC(=O)Nc3ccc4c(c3)OCO4)ccc2O1	-1	0.0	-0.1	0
25	Cc1ccc(NC(=O)NC2CCCCC2)cc1S(=O)(=O)N1CCOCC1	3	0.0	x	-1
26	COc1ccc(C(=O)NCCCOC(C)C)cc1OC1CCN(C(C)=O)CC1	1	0.1	x	-3
27	CC(C)C1C(=O)N(Cc2cn(CCC3OCCO3)nn2)CCS(=O)(=O)N1Cc1ccc(-c2ccccc2Cl)cc1 (centres undefined)	2	-0.1	0.0	-4
28	CCC(=O)N[C@@H]1CC[C@@H](CCNC(=O)Nc2ccc(F)cc2)O[C@H]1CO	-6	0.2	0.0	-5
29	COCC(=O)Nc1ccc2c(c1)OC[C@H](C)N(C(=O)c1cnccn1)C[C@H](C)[C@@H](OC)CN(C)C2=O	12	0.3	-0.2	x
30	COc1ccc([N+](=O)[O-])cc1NC(=O)COC(=O)C12CC3CC(CC(O)(C3)C1)C2	-2	0.0	0.2	4

nr	S100A4 MyoIIA	RAD52 anneal inh	ERAP1 HTS inh	esBAF inh
16	-2	10	-1	-3
17	1	-2	2	-5
18	3	-12	x	2
19	3	3	-1	-1
20	-1	-11	5	0
21	29	-15	-1	3
22	0	-6	0	1
23	-2	-7	3	-4
24	1	-3	0	-4
25	-11	-17	-3	-2
26	4	-1	0	u
27	11	-3	5	-2
28	2	17	-3	6
29	18	5	1	x
30	-1	-28	0	-7

Further records follow.
nr	SMILES	ERp5 inh	Xi reactivation	E-sel inducer	RAD54 inh
31	O=C(/C=C/c1ccc[nH]1)c1ccccc1	0	0.0	x	x
32	COc1cccc(C(=S)N2CCOCC2)c1OS(=O)(=O)c1ccc(Cl)cc1	5	0.3	x	2
33	COc1ccc2c3c([nH]c2c1)[C@H](CO)N(C(=O)c1ccccc1)CC31CCN(S(=O)(=O)c2cccs2)CC1	-3	0.3	-0.1	x
34	Cc1ncc([N+](=O)[O-])n1CC(=O)NC1CCCCCC1	8	0.0	x	x
35	CC(=O)Nc1ccc(-c2ccc(NC(C)=O)cc2)cc1	u	0.2	0.4	x
36	Cc1cc(S(=O)(=O)NC[C@H]2O[C@@H](n3ccc(N)nc3=O)[C@H](O)[C@@H]2O)c(C)s1	1	0.2	-0.1	7
37	O=C(Nc1ccccn1)C1CCCN1S(=O)(=O)c1ccc(Cl)cc1 (centres undefined)	8	0.0	0.1	-8
38	O=C(Nc1ncccc1O)c1cccc(S(=O)(=O)NCc2ccccc2)c1	-5	0.5	-1.5	0
39	CCS(=O)(=O)N1CCCCN2[C@H](C1)[C@H](c1ccc(-c3cccc(C#N)c3)cc1)[C@@H]2CO	-5	0.1	-0.4	-3
40	CCOCCCNC(=O)c1ccc2c(=O)n(Cc3ccc4c(c3)OCO4)c(=S)[nH]c2c1	2	0.0	4.8	0
41	CC1=C(C#N)C(=O)NC(=O)/C1=C\c1ccc(-c2ccc(C)cc2[N+](=O)[O-])o1	1	0.0	-0.5	x
42	O=S(=O)(Cc1ccccc1)N1CCCCN2[C@H](C1)[C@H](c1ccc(-c3cncnc3)cc1)[C@@H]2CO	1	0.0	0.0	3
43	CN1CCN(CC(=O)Nc2nc(-c3c[nH]c4ccccc34)cs2)CC1	2	0.2	3.4	93*
44	Cc1sc2nc(SCC(=O)Nc3ccccc3F)[nH]c(=O)c2c1C	1	-0.1	0.1	5
45	CC(=O)c1cccc(NC(=O)NCc2ccco2)c1	4	x	x	3

nr	S100A4 MyoIIA	RAD52 anneal inh	ERAP1 HTS inh	esBAF inh
31	-7	-25	3	x
32	0	-5	0	-3
33	3	3	-1	x
34	-5	-6	-3	x
35	-2	-2	-1	x
36	-5	-10	14	-9
37	-8	-10	0	x
38	0	-3	-1	0
39	1	-24	1	x
40	0	-16	-3	-1
41	-16	-36	1	x
42	2	4	0	x
43	-4	96*	9	4
44	26	-23	-3	8
45	-2	-7	-1	10

Other compounds.
nr	SMILES	ERp5 inh	Xi reactivation	E-sel inducer	RAD54 inh
46	Cc1ccc(N=Nc2c(N)nn3c(N)c(C#N)c(C)nc23)cc1	-21	0.1	2.3	9
47	O=C(OCc1nnc(-c2ccccc2)o1)c1ccc(Br)o1	1	0.0	1.4	1
48	Cn1ncc([N+](=O)[O-])c1C(=O)Nc1cccc(Cl)c1	-1	0.0	x	2
49	COc1cccc(Cn2c(=O)ccc3ccccc32)c1	0	0.0	-9.0	x
50	COc1ccc(Cl)cc1S(=O)(=O)N(C)CC(=O)N1CCOCC1	-4	0.1	x	3
51	Cn1c(-c2ccc(F)c(F)c2)cc2onc(-c3ccccc3)c2c1=O	-2	0.0	-0.2	-4
52	S=C(c1ccc(Br)cc1)N1CCCC1	0	-0.1	0.0	1
53	Cc1ccccc1CSCC(=O)Nc1ccccc1-c1ccccc1	3	0.2	0.2	x

nr	S100A4 MyoIIA	RAD52 anneal inh	ERAP1 HTS inh	esBAF inh
46	-3	-15	2	-7
47	1	-10	1	-7
48	-1	-23	0	-2
49	0	-5	1	8
50	-2	-12	-5	-2
51	-3	-10	-1	39
52	-1	1	0	4
53	5	-3	4	x
